# Compound activity as filed in PubChem.
# TDP1 inh: inhibitors of human tyrosyl-DNA phosphodiesterase TDP1 | recombinant TDP1, AlphaScreen DNA substrate cleavage | Potency, µM (series often up to 130 µM), inactives show top-dose activity change, negative = inhibition, actives largely listed as inhibitors | hit rate 0.28% among 350,000; note: nearly all actives have a fitted effect of over 40% in size
# Target sequence (Q9NUW8 whole entry, looked up): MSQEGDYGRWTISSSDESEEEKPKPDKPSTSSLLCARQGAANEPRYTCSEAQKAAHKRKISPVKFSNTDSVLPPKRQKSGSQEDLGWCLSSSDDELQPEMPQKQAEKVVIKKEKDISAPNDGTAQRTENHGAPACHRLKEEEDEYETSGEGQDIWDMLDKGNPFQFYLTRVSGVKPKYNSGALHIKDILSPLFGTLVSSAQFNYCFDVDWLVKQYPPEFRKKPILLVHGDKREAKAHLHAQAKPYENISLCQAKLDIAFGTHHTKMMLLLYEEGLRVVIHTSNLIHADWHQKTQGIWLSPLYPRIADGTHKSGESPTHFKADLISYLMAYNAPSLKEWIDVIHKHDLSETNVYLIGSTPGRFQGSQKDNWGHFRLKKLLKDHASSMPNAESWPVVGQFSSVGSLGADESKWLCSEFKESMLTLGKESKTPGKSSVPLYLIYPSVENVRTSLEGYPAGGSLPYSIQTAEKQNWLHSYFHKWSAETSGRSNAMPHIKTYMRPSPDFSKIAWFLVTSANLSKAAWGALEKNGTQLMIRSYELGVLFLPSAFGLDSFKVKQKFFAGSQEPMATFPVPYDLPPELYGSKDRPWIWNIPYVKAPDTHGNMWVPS
#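 Recombinant E. coli-expressed Tdp1 (1 nM) preincubated with compound 15 min at RT, then 5'-biotin/3'-phosphotyrosine-FITC DNA substrate (15 nM) added for 5 min. AlphaScreen beads (10 ug/ml) added, 10 min RT; tyrosine-FITC cleavage read as signal loss.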
# FEN1 inh: blocks human flap endonuclease 1 | P39748 | Recombinant FEN1 flap cleavage, fluorescence, 15 min | Potency, µM (titrated, usually from 114 µM), without a hit: at the top dose activity change, negative = inhibition, usual class: inhibitors | hit rate 0.35% among 390,000; note: nearly all actives have a fitted effect of over 65% in size
# Target sequence (P39748 whole entry, looked up): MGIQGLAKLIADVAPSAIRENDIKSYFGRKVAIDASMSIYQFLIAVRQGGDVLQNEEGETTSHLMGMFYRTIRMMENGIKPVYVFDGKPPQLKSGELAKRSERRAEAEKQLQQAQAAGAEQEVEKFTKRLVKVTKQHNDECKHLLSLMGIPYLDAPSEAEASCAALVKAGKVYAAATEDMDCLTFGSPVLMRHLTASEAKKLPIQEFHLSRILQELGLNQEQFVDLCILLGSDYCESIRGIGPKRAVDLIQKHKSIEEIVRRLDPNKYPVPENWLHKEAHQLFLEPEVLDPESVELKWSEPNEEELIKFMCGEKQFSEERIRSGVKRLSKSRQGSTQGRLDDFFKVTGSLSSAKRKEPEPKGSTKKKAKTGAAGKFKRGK
#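 Compounds are tested as a concentration series against 10 nM FEN1; after a 15 min room-temperature preincubation, 50 nM substrate starts cleavage, with plate reads at 0 and 15 min. Normalized responses are fitted by a Hill equation.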
# N370S GC: inhibits or activates N370S mutant glucocerebrosidase. P04062. N370S GC spleen homogenate, 4MU-glucoside fluorescence. Potency, µM (titrated, usually from 59.4 µM), without a hit: at the top dose activity change, negative = inhibition, hits mostly inhibitors. hit rate 0.092% among 330,000. AID 2101;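 note: 0% = full enzyme activity and -100% = no enzyme basal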
# Starred values were filed as active, the others as inactive; u = inconclusive; x = not tested or not shown; & = joins results of further samples; [ ] = another dose, or the depositor's remark. Calls come from the whole dose curve; as a rule, active = well fitted curve in the direction sought with a large enough effect; inconclusive = small, poorly fitted or top-dose-only effect, or another doubt; inactive = no such curve, though single readings can be large; an effect the other way counts as inactive or inconclusive. Unless noted, % is set by controls: 0 for no effect and ±100 for the full control effect; potency is the fitted concentration of half-maximal effect.
# A first look (five entries):
SMILES,TDP1 inh,FEN1 inh,N370S GC
CCCCCC(=O)N1CCN(CCN=CC2=C(O)CC(c3ccc(OC)c(OC)c3)CC2=O)CC1 (stereo not given),6%,35%&-2%,-2%
CC(C)[C@@H]1COC(c2cccc(C3=N[C@H](C(C)C)CO3)c2)=N1,x,3%,-6%
O=Cc1ccc(OCCOc2ccc([N+](=O)[O-])cc2)cc1,x,7%,3%
CCn1c(SCC(=O)NC(C)(C)C)nc(O)cc1=O,-4%,-2%,-12%
COCCCNC(=O)c1cccc(C(=O)NCCCOC)c1,3%,1%,4%[2.35 µM]

# The whole of this part, from the start:
SMILES,TDP1 inh,FEN1 inh,N370S GC
CCCCCC(=O)N1CCN(CCN=CC2=C(O)CC(c3ccc(OC)c(OC)c3)CC2=O)CC1 (stereo not given),6%,35%&-2%,-2%
CC(C)[C@@H]1COC(c2cccc(C3=N[C@H](C(C)C)CO3)c2)=N1,x,3%,-6%
O=Cc1ccc(OCCOc2ccc([N+](=O)[O-])cc2)cc1,x,7%,3%
CCn1c(SCC(=O)NC(C)(C)C)nc(O)cc1=O,-4%,-2%,-12%
COCCCNC(=O)c1cccc(C(=O)NCCCOC)c1,3%,1%,4%[2.35 µM]
O=C(N/C(=C/c1ccc(Br)cc1)C(=O)N1CCOCC1)c1cccs1,-3%,-8%,-10%
COc1ccc(N(C(=O)c2cccc([N+](=O)[O-])c2)S(=O)(=O)c2ccc3c(c2)n(C)c(=O)n3C)cc1,8%,10%,-23%
O=C(O)CC1COc2ccccc2N1C(=O)c1ccccc1Cl (stereo not given),0%,-4%,4%
Cc1cc(C)c(OCCCCCn2ccnc2)c(C)c1,x,20%,-7%
Cc1cc(C)n2nc(C(=O)N3CCCC(N4CCN(c5ccccc5C)CC4)C3)cc2n1 (stereo not given),4%,3%,3%
C=CCc1ccc(OCCOCCOc2cccc3cccnc23)c(OC)c1,5%,-18%,-2%
CCOC(=O)c1cc(-c2ccccc2)n(CCC(=O)Nc2ccc(C(F)(F)F)cc2)c1C,7%,-5%,x
O=C(c1ccco1)N1CCN(c2nc(C3CC3)nc3c2nnn3Cc2ccccc2Cl)CC1,9%[56.1 µM],-16%,18%
Cc1cc(C)n2c(SCc3ccc(Cl)cc3Cl)nnc2n1,-6%,3%,8%
COc1cc(C(=O)N2CCN(c3ccc(Nc4ccc(C)cc4)nn3)CC2)cc(OC)c1OC,-3%,0%,x
CC(C)=CCN1CCN(Cc2cnc(N3CCOCC3)s2)CC1CCO (stereo not given),8%,-1%,13%
CCN=C1SC(CC(=O)NCCc2ccc(OC)cc2)C(=O)N1CC (stereo not given),4%,0%,5%
O=C(N/N=C/c1ccc[nH]1)c1ccc(O)cc1,12%,-16%,-9%
O=C(Nc1ccc2[nH]c(=S)sc2c1)c1ccccc1,9%,-5%,-13%
CC(C)C[C@H](NC(=O)c1nc[nH]c1C(=O)NCc1ccc(CNC(=O)OC(C)(C)C)cc1)C(=O)OCc1ccccc1,x,u,7%

# 3 entries drawn at random from those above:
SMILES,TDP1 inh,FEN1 inh,N370S GC
CCCCCC(=O)N1CCN(CCN=CC2=C(O)CC(c3ccc(OC)c(OC)c3)CC2=O)CC1 (stereo not given),6%,35%&-2%,-2%
CCOC(=O)c1cc(-c2ccccc2)n(CCC(=O)Nc2ccc(C(F)(F)F)cc2)c1C,7%,-5%,x
Cc1cc(C)n2nc(C(=O)N3CCCC(N4CCN(c5ccccc5C)CC4)C3)cc2n1 (stereo not given),4%,3%,3%

# Next part:
SMILES,TDP1 inh,FEN1 inh,N370S GC
Nc1ccccc1N=Cc1ccc(-c2cccc(Cl)c2)o1,6%,0%,x
CCN(CC)c1ccc(/C=C(/C#N)C(=O)NC(C)C)o1,0%,-2%,-5%
COc1cccc(OCc2nnc3n2N=C(c2ccccc2)C(CC(=O)O)S3)c1 (stereo not given),x,-5%,-5%
OC[C@H]1O[C@@H](n2cnc3c(Nc4ccccc4)ncnc32)[C@H](O)[C@H]1O,-3%[56.1 µM],x,5%
CCOC(=O)/C(C#N)=C/c1ccc(OC(=O)c2ccccn2)cc1,3%,-5%,-7%
COc1cc(CNc2ccc(N3CCCCC3)cc2)ccc1OCC(=O)NC(C)(C)C,11%,11%,-3%
COc1ccc(CCNCc2cc(C)n(-c3ccc(OC)cc3)c2C)cc1,x,-9%,u
Cc1ccccc1CN1CCN(C(=O)c2cc(-c3ccncc3)nc3ccccc23)CC1,8%,-14%,3%
CCOc1ccc(NS(=O)(=O)c2ccc3c(c2)n(C)c(=O)n3C)cc1,x,-12%,2%
CCCCC(=O)NC(c1ccc(OC)c(OC)c1)c1c(O)ccc2ccccc12 (stereo not given),-1%,0%,11%
Cc1sc(-n2cccc2)c(C(C)NC(=O)Nc2cccc(C(F)(F)F)c2)c1C (stereo not given),1%,1%,x
CCOC(=O)c1c(C)cccc1OCC(N)=O,-2%,-1%,2%
CCOC(=O)c1sc(NC(=O)CSc2nc(-c3ccco3)cc(C(F)(F)F)n2)c(C(=O)OC)c1C,-3%,-3%,-5%
Cc1cccc(C)c1NC(=O)COC(=O)c1cc(=O)c2ccccc2o1,-3%,17%,-4%
CC(=O)N1CCC(=NNc2ccc(S(=O)(=O)N3CCOCC3)cc2[N+](=O)[O-])CC1,5%,3%,-10%
Cn1c(=O)oc2cc(S(=O)(=O)Nc3cccc4c3CCCC4)ccc21,0%,-4%,15%
Cc1ccc(C)c(N2CCN(CCCNC(=O)Cn3cc4c(n3)CCC(C)C4)CC2)c1 (stereo not given),7%,-1%,2%
Cc1cccc(C=Nc2ccc3c(c2)oc2ccccc23)c1O,-3%,-3%,29%
CN1CCN(Cc2nc(Cc3cccc(F)c3)no2)CC1c1ccccc1 (stereo not given),0%,1%,-17%
CC1(C)Cc2c(sc(NC(=O)c3ccc4c(c3)OCCO4)c2C(N)=O)C(C)(C)N1,1%,4%,-14%
O=S(=O)(c1cccs1)N1CCN(CCc2ccccc2)CC1,2%,-4%,-8%
CC(C)NC(=O)C(OC(=O)c1ccccc1)C(OC(=O)c1ccccc1)C(=O)O (stereo not given),6%,-2%,9%
COc1ccc(-c2[nH]c3ccccc3c2SCCNC(=O)c2ccccc2)cc1,-1%,-17%,17%
CC(C)c1ccc(N2C(=O)C(Cl)=C(N3CCOCC3)C2=O)cc1,2%,6%,-10%
Cc1ccsc1C(=O)OCc1nnc(-c2ccccc2)o1,-8%,-11%,x
CS/C(=N\S(=O)(=O)c1cccs1)Nc1ccc(F)c(Cl)c1,-2%,5%,1%
CCNC(=O)COC(=O)c1ccc(-n2nc(C)cc2C)cc1,8%,6%,5%
COc1ccc(OCCC(=O)NCc2ccccc2)cc1,2%,6%,2%
CC(CN1CCN(C)CC1)OC(=O)c1ccccc1Cl (stereo not given),5%,2%,-5%
CC/C(=N\NC(=O)Nc1nonc1N)c1ccc(OC)c(OC)c1,x,-12%,-2%
O=C1C(Cl)=C(NCCc2ccccc2)C(=O)N1CCc1ccccc1,4%,-12%,15%
O=C(CN1C(=O)c2ccccc2S1(=O)=O)NCCSC1CCCCC1,1%,6%,1%
Cc1ccc(OCC(=O)N2CCCCCC2)c(C)c1,7%,0%,4%
CN(C)S(=O)(=O)c1ccc(/C(O)=C2/C(=O)C(=O)N(Cc3cccnc3)C2c2ccncc2)cc1 (stereo not given),2%,0%,-12%
CSCCC(NC(=O)COc1ccccc1)C(=O)OCC(=O)c1ccccc1 (stereo not given),x,8%,-5%
COc1ccc(NC(=O)CSc2nc3ccccc3nc2N2CCCC2)cc1Cl,x,8%,u
C#CCOCCOCCOCCNc1nc(N2CCN(C(=O)[C@H](Cc3ccc(O)cc3)n3cc([C@@H](N)C(C)CC)nn3)CC2)nc(N2CCN(C(=O)[C@H](CCCCN)n3cc([C@@H](N)CO)nn3)CC2)n1 (stereo not given in full),5%,0%,7%
Cc1ccc(-c2csc(NCCn3c(C(F)(F)F)nc4ccccc43)n2)cc1,x,5%,2%
NC(=O)c1cccnc1Oc1ccc(Cl)cc1Cl,1%,12%,6%
COCCn1c(C)cc(C(=O)COc2nc3ccccc3nc2C)c1C,2%,-2%,-12%
Nc1ccccc1S(=O)(=O)Nc1cccc2cccnc12,21%&21%,x,9%&12%
CCN1C(=O)[C@H]2[C@H]3CN=C(SCc4ccc(Cl)cc4)N3[C@@](CC)(C(=O)OC)[C@H]2C1=O,2%[56.1 µM],-19%,x
Cc1ccc(C2NC(=O)c3ccccc3O2)cc1 (stereo not given),3%,22%,6%
COCCNC(=O)Cn1nc(N2CCN(c3ccccc3OC)CC2)ccc1=O,5%,-2%,x
O=C(N/N=C/c1ccccn1)c1ccncc1,x,19%,-26%
O=C(Nc1cccnc1)c1ccc2snnc2c1,-2%,-12%,6%
CC1CCCCN1C(=O)CSc1nnc(-c2ccccc2Cl)o1 (stereo not given),-4%[12.3 µM],-13%,x
CN(C(=O)CSc1nc(C2CC2)n(-c2ccccc2)n1)C1CCS(=O)(=O)C1 (stereo not given),0%,1%,-18%
COC(=O)[C@H](Cc1ccc(O)cc1)NC(=O)Cn1ccc(NC(=O)OCc2ccccc2)nc1=O,1%,-1%,x
O=S(=O)(Cc1ccccc1)Nc1ccccc1Br,x,-7%,-12%

# Record cards, as listed above. Order of screens: TDP1 inh	FEN1 inh	N370S GC
# `CN(C(=O)CSc1nc(C2CC2)n(-c2ccccc2)n1)C1CCS(=O)(=O)C1` (stereo not given) across the screens: 0%	1%	-18%
# `CCN1C(=O)[C@H]2[C@H]3CN=C(SCc4ccc(Cl)cc4)N3[C@@](CC)(C(=O)OC)[C@H]2C1=O` across the screens: 2%[56.1 µM]	-19%	x
# `O=C(Nc1cccnc1)c1ccc2snnc2c1` across the screens: -2%	-12%	6%

# (continued)
SMILES,TDP1 inh,FEN1 inh,N370S GC
CC(C)(C)C(=O)N1NC(=Nc2ccccc2)SC1(C)C,0%,-5%,1%
COc1ccc(CCNC(=O)CCCn2c(=O)c3ccccc3n(CC(=O)Nc3cc(Cl)ccc3C)c2=O)cc1OC,7%,2%,x
O=C(N1CCOCC1)N1CCc2ccccc21,x,-2%,-2%
CCc1nnc(NC(=O)CSc2nnc(-c3cc4ccccc4cc3O)n2CCOC)s1,-3%,-1%,0%
COc1ccc(C2C(C#N)=C(N)Oc3c2ccc2cccnc32)cc1OC (stereo not given),8%,-2%,7%
O=C(Cc1ccccc1F)OCC(=O)N1CCN(C(=O)c2ccco2)CC1,1%,-2%,3%
COc1ccc(C2CC(=O)Nc3c2c(=O)n(C)c2nc4ccccc4n32)cc1 (stereo not given),-2%,-5%,x
Cc1oc(-c2ccccc2Cl)nc1CS(=O)CC(=O)NCc1cccs1 (stereo not given),5%,0%,6%
Cc1cc(N2CCCCC2)nc2ccc(NC(=O)c3cccc(Cl)c3)cc12,8%,7%,x
C=CCn1c(SCCN2CCCC2)nc2c([nH]c3ccccc32)c1=O,8%,-13%,-10%
C=CCOC(=O)C(C#N)c1nc2ccccc2nc1N1CCN(c2ccccc2OC)CC1 (stereo not given),4%,-14%,9%
Cc1cccc(COC(=O)C(Cc2ccccc2)NC(N)=O)c1 (stereo not given),0%,14%,-2%
COc1ccc(NS(=O)(=O)c2c(C)[nH]c(C)c2C(=O)N2CCCCC2)cc1Cl,2%,-8%,0%
O=C(O)c1ccccc1C(=O)NCC(O)c1ccccc1 (stereo not given),6%,-5%,0%
COc1ccc(-c2cc(-c3ccco3)[nH]c(=O)c2C#N)cc1OC,-4%,u,u
CC1=C(C(=O)Nc2ccc(Br)cc2)C(c2ccco2)NC(=O)N1 (stereo not given),4%,7%,5%
CCOc1ccc2nc(SCC(=O)NC(=O)C(C)C)sc2c1,0%,5%,18%
C[C@]12CCC3C(CC=C4C[C@@H](O)CC[C@@]43C)C1CCC2[C@]1(C)CCC(=O)O1 (stereo not given in full),-2%,-1%,-2%
CN(C(=O)COC(=O)c1ccc(Cl)nc1)C1CCS(=O)(=O)C1 (stereo not given),-5%,6%,4%
CC(=O)c1sc2c(c1OC(=O)c1ccc(Cl)cc1Cl)c(=O)n(-c1ccccc1)c(=S)n2-c1ccccc1,3%,-8%,-8%
O=C(COc1ccc2ccc(=O)oc2c1)Nc1ccc(N2CCOCC2)cc1,5%,-3%,-2%
Cc1cc2nc(NCCCO)n(CC(=O)c3cc(C(C)(C)C)c(O)c(C(C)(C)C)c3)c2cc1C,6%,-26%,-13%
COc1cccc(C(=O)NCc2n[nH]c(=S)n2-c2cccc(C)c2)c1,-8%,-1%,2%
COc1cccc(N=C(N)N=C(N)N)c1,3%,-9%,-5%
CCOC(=O)c1cnc(-n2nc(C)cc2C)nc1NNc1nc(C)cc(C)n1,8%,-9%,3%
O=c1cc(CO)oc(C(Nc2cccc([N+](=O)[O-])c2)c2ccccn2)c1O (stereo not given),-3%,3%,-4%
S=c1[nH]nc(-c2cc3ccccc3o2)n1Cc1ccccc1,2%,0%,15%
Cc1cccc2cc(-c3nc4c(C)cccn4c3NCc3ccco3)c(=O)[nH]c12,4%,7%,-7%
NCCc1nc(-c2ccccc2)cs1,6%,3%,3%
Cc1ccc(S(=O)(=O)/N=S(/c2ccccc2)C(C)C)cc1 (stereo not given),11%,0%,5%
O=C(Nc1nc(=O)c2ccccc2s1)c1ccccc1,9%,0%,0%
O=C(NCc1ccccc1Cl)c1ccc(S(=O)(=O)NCc2ccco2)cc1,3%,-6%,2%
